Screening results as filed in PubChem.
KinaseGlo FLuc – Kinase-Glo luciferase inhibition (counter-screen). AID 1379. Q27757. 0.28% of 200,000 active. Potency, µM (highest dose often 38.3 µM), without a hit: at the highest dose activity change, negative = inhibition, hits mostly inhibitors. Kinase-Glo luciferase, ATP luminescence, 8 min; further: potency means the concentration at half of the fitted maximal effect; on the % scale 0 is the no-effect control and ±100 the full control effect; nearly all actives have a fitted effect of over 60% in size
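Compound is pinned into ATP-containing buffer (10 uM ATP, imidazole pH 7.2, 7 mM MgCl2). Kinase-Glo luciferase reagent is then added. Light output is recorded following an 8-min room-temperature incubation.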
NPSR antag – neuropeptide S receptor (human) antagonism, cAMP; 1% of 220,000 active; AID 1461; Q6W5P4; CHO-NPSR cells, cAMP TR-FRET, antagonist mode; Potency, µM (top dose mostly 38.3 µM), without a hit: top-dose activity change, negative = inhibition, hits mostly inhibitors; further: potency means the concentration at half of the fitted maximal effect; on the % scale 0 is the no-effect control and ±100 the full control effect; nearly all actives have a fitted effect of over 50% in size; many of its hits are not listed in these tables
Target sequence (Q6W5P4 whole entry, looked up): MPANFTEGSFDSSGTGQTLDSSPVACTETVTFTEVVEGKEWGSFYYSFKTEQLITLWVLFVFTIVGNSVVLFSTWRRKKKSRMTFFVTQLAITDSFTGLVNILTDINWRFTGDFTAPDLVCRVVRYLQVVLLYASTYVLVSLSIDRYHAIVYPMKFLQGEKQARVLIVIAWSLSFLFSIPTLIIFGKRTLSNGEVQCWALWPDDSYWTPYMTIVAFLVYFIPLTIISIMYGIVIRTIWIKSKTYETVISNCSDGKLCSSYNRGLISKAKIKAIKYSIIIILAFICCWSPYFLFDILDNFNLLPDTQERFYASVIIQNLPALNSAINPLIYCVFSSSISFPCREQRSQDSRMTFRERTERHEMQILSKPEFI
Lamin A splicing – changes lamin A minigene splicing in HeLa cells; 0.01% of 200,000 active; Potency, µM (doses to about 46.1 µM), inactives show top-dose ratio change, negative = inhibition, most hits filed as inhibitors; HeLa LMNA splicing GFP/RFP minigene ratio, 48 h; active means well fitted inhibition curve with a large enough effect in the signal ratio, with a control signal flat, not every such curve was filed as active; inconclusive means small, poorly fitted or top-dose-only effect, or effect the other way, or a change in a side signal; the % refers to the signal ratio; further: potency means the concentration at half of the fitted maximal effect; on the % scale 0 is the no-effect control and ±100 the full control effect
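Read-out is the ratio of GFP to DsRed2 object intensity, acquired by 488 nm laser-scanning cytometry on HeLa lamin A-EGFP minigene reporter cells. Compound incubation 48 hrs at 37 °C in Opti-MEM with 2% FBS; DMSO 0.5% final.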
CBFb-RUNX1 inh – blocks binding between human CBF-beta and RUNX1 | Q01196+Q13951 | Potency, µM (doses to about 59.8 µM), for inactives: top-dose activity, negative = inhibition, actives largely listed as inhibitors | 230,000 tested, under 10 active | AlphaScreen CBFb-His/RUNX1-biotin binding, biochemical; further: % of control where 0% means no effect
Target sequence (Q01196 whole entry, looked up): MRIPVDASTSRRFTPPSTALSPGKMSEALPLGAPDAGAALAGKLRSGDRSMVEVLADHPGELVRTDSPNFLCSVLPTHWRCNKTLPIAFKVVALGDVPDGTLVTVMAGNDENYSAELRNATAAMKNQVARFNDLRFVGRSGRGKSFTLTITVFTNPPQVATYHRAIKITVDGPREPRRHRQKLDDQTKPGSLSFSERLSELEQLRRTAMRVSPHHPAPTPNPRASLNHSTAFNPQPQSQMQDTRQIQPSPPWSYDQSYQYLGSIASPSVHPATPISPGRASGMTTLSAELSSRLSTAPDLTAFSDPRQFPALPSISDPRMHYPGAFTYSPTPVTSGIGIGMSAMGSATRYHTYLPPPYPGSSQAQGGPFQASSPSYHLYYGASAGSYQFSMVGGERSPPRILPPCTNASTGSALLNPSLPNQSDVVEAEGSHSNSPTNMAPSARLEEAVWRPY
Target sequence (Q13951 whole entry, looked up): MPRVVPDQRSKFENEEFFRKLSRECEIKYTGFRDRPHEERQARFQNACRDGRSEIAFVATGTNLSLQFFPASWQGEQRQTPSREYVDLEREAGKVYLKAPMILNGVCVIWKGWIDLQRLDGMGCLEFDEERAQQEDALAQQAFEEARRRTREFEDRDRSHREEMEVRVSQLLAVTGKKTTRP
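Read-out: AlphaScreen. Format: His-CBF-beta with biotinylated RUNX1 (30 nM each) preincubated 20 min, compound 15 min, Ni-chelate plus streptavidin beads 90 min; room temperature throughout.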
Epigenetic reg – derepresses silenced GFP reporter in murine cells. murine LDR cells, GFP reporter derepression, 30 h. Potency, µM (series often up to 53.9 µM), for inactives: at the top dose GFP activation, most hits filed as activators. 0.2% of 280,000 active. AID 1865; further: potency means the concentration at half of the fitted maximal effect; % of control where 0% means no effect; nearly all actives have a fitted effect of over 60% in size
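Reporter derepression read as number of fluorescent GFP-positive objects, 20-120 um in size, counted by laser-scanning cytometer. Mouse LDR line with an epigenetically silenced CMV-GFP locus; compound incubation 30 h, 37 C.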
HttQ103 aggreg – reduces HttQ103-GFP aggregates in PC12 cells | PC12 HttQ103-GFP aggregates, Acumen cytometry, 40 h | Potency, µM (series often up to 46.1 µM), for inactives: at the highest dose activity change, negative = inhibition, actives largely listed as inhibitors | 1.1% of 220,000 active; further: potency means the concentration at half of the fitted maximal effect; on the % scale 0 is the no-effect control and ±100 the full control effect; nearly all actives have a fitted effect of over 60% in size
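PC12/HTTQ103-GFP, ecdysone-inducible; teb 100 nM; cpd qHTS titration; GFP aggregates read on laser cytometer, Ex 488/Em 500-530 nm.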
IMPase Li cell – membrane-permeable IMPase blocker, potentiated with lithium; CHO-M1 cells, IP1 TR-FRET (IP-One), carbachol + lithium; Potency, µM (series often up to 59.4 µM), inactives show top-dose activity, negative = IMPase inhibition, actives largely listed as inhibitors; 0.35% of 210,000 active; AID 1457;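 further: IP1 builds up when IMPase is blocked and the TR-FRET signal falls; potency means the concentration at half of the fitted maximal effect; plate controls were basal vehicle for no effect and high inhibitor control for full effect; nearly all actives have a fitted effect of over 50% in size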
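IP1 accumulation measured by competitive TR-FRET in lysed CHO-M1 cells after 30 min compound exposure at 37C, with a small lithium addition to potentiate weak responses. Hill-equation AC50 from ratio and donor-channel data.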
Starred values were filed as active, the others as inactive; ? = inconclusive; / = not tested or not shown; & = joins results of further samples; [ ] = another dose, or the depositor's remark. Unless noted, the call rests on the fitted dose curve; in most records, active means well fitted curve in the direction sought with a large enough effect; inconclusive means small, poorly fitted or top-dose-only effect, or another doubt; inactive means no such curve, though single readings can be large; an effect the other way counts as inactive or inconclusive.

Each structure is followed by: KinaseGlo FLuc, NPSR antag, Lamin A splicing, CBFb-RUNX1 inh, Epigenetic reg, HttQ103 aggreg, IMPase Li cell
> O=C(CN1C(=O)c2cccc3cccc1c23)N1CCN(c2cccc(Cl)c2)CC1
  -2.1%, -2.2%[46.1 µM], -4.4%, 5.4%, -2.1%, -17.0%, 17.6%[38.3 µM]
> O=C(Nc1ccc(Cl)c(Cl)c1)Nc1cc(S(=O)(=O)N2CCOCC2)ccc1N1CCCC1
  -0.2%, -6.4%, ?, -11.6%, -3.0%, ?, 7.9%
> COc1ccc(C(=O)/C(=C/O)N=Nc2ccc(F)cc2)cc1
  -3.7%, ?, ?, -14.8%, 0.9%, ?, 19.5%
> N[C@@H](Cc1ccccc1)c1nnc2sc(SCc3ccccc3)nn12
  -2.0%, -23.5%[46.1 µM], -1.5%, 6.7%, 7.4%, 9.4%, 29.5%[38.3 µM]
> CC(C)(C)c1ccc(-c2cn(-c3ccc(Br)cc3)c3[n+]2CCCS3)cc1
  -1.7%, 10µM*, /, -0.1%, 1.5%, 1.26µM*, 24.0%
> CC(C)NC(=O)c1ccccc1S(=O)c1ccccc1C#N (configuration not stated)
  6.9%, -4.5%[46.1 µM], -1.1%, -0.2%, -1.0%, 4.0%, -3.8%[38.3 µM]
> CCOC(=O)C1CCN(Cc2nc3ccc(Cl)cc3n2CCO)CC1
  6.3%, 0.6%[46.1 µM], 3.3%, 2.4%, -1.1%, 3.1%, -1.5%[38.3 µM]
> O=C(COC(=O)/C=C/c1cccs1)NC(c1ccccc1)c1ccccc1
  1.8%, 13.5%, -4.0%, -4.3%, -1.0%, -8.3%, 8.2%
> Cc1c(NS(=O)(=O)c2ccc(Cl)c(C(=O)OC(C)C(=O)NCc3ccco3)c2)c(=O)n(-c2ccccc2)n1C (configuration not stated)
  1.3%, -11.5%, -10.7%[46 µM], -4.3%, -1.4%, 1.0%, 10.7%
> O=C(OCCCCOC(=O)c1ccccc1)c1ccccc1
  /, 0.2%, /, ?, -0.4%, 17.6%[9.22 µM], /
> CCN(CC)C(=O)c1sc2c(c1C)c(=O)n(-c1ccc(C)c(C)c1)c(=O)n2CC(=O)NCC1CCCO1 (configuration not stated)
  0.4%, -6.5%, /, 3.7%, 1.6%, -2.2%, 7.1%
> CCOC(=O)c1c(C)nc2ccccc2c1C
  -1.8%, 11.7%[46.1 µM], 2.7%, 5.3%, -0.9%, 15.3%, 12.3%[38.3 µM]
> Cc1ccc(S(=O)(=O)Oc2ccccc2/C=N/O)cc1
  1.6%, -6.7%, ?, 3.9%, -0.1%, 5.7%, 6.9%
> Cc1ccccc1C(=O)Nc1cccc(C(=O)N/N=C/c2cc(Cl)cc([N+](=O)[O-])c2O)c1
  /, -6.2%, /, 1.5%, 0.0%, 2.82µM*, -7.9%
> Cc1noc(C)c1C(=O)NCc1ccccc1F
  7.5%, 12.5%, 4.3%[46 µM], 20.9%, -0.4%, -5.5%, -1.5%
> O=[N+]([O-])c1ccccc1Sc1nccn1Cc1ccccc1
  11.4%, 25.4%, -9.9%, -2.3%, -1.9%, -11.6%, 8.6%
> CCn1ccnc1CC1COc2ccccc2O1 (configuration not stated)
  -2.4%, -7.3%[46.1 µM], ?, -10.0%&16.9%, -1.2%&0.8%, 3.7%, 9.6%&-2.4%
> N#Cc1c(C(F)(F)F)cc(-c2cccs2)nc1SCc1cccnc1
  -1.9%, ?, 4.0%, 1.8%, 1.1%, -5.1%, 0.0%[38.3 µM]
> Cc1ccc(-c2cccc(CN3CCN(C(C)C)C(CCO)C3)c2)o1 (configuration not stated)
  -1.7%, -18.6%, 15.8%[46 µM], 0.7%, 9.5%, -18.7%[9.22 µM], 21.6%
> Cc1ccc(S(=O)(=O)N2CCN(S(=O)(=O)c3ccc4c(c3)OCCO4)CC2)cc1
  1.1%, 5.7%[46.1 µM], -3.8%, 5.1%, 0.0%, 9.1%, 0.3%[38.3 µM]
> Cc1ccc(CN2CCNC(=O)C2CC(=O)O)o1 (configuration not stated)
  -2.8%, 0.5%[46.1 µM], -17.3%, 5.4%, 0.0%, -0.2%, -0.4%[38.3 µM]
> CC(C)N1CCC(=NNC(=O)c2ccc(Br)o2)CC1
  0.5%, 2.2%[46.1 µM], -1.7%, 6.8%, -1.1%, 9.0%, -12.0%[38.3 µM]
> O=[N+]([O-])c1ccc(-c2cnc(NO)nc2)cc1
  /, 11.5%[46.1 µM], ?, -1.9%, 0.1%, 16.2%[9.22 µM], /
> COc1ccc2oc(C(=O)CCC(=O)O)c(N)c2c1
  -2.4%, -1.8%[46.1 µM], 4.2%, -0.3%, 1.7%, -28.2%, 6.1%[38.3 µM]
> Cn1c(-c2ccc3nc(N)sc3c2)nc2cc(N)ccc21
  14.7%, 4.3%[46.1 µM], 0.7%, ?, -0.3%, ?, -8.0%[38.3 µM]
> CCOC(=O)c1sc(NC(=O)CSc2nc3c(c(=O)n2-c2ccccc2)SCC3)c(C(=O)OCC)c1C
  0.4%, -18.6%, 4.9%, 2.4%[2.36 µM], -5.7%, 17.9%, 0.9%
> CC(C)OCCCNCc1cccs1
  2.4%, -1.0%[46.1 µM], 8.4%, 2.2%, -1.1%, -12.5%, -10.5%[38.3 µM]
> CC(=O)c1c(C(C)=O)c(C)n(Cc2ccccc2)c1C
  -4.6%, 13.8%[46.1 µM], ?, 6.3%, 0.0%, -4.8%, 4.9%[38.3 µM]
> O=c1c2c(-c3ccco3)csc2nc(SCc2cn3cccnc3n2)n1-c1ccccc1
  -6.8%, 2.5%[7.67 µM], ?, -27.4%, 5.5%, 27.4%, 7.7%[38.3 µM]
> C/C=C(/C)C(=O)O[C@@H]1[C@H](OC(C)=O)c2c(ccc3ccc(=O)oc23)OC1(C)C
  12.5%, -17.7%, ?, 0.9%[2.36 µM], 5.8%, ?, 15.7%
> O=C(COc1ccccc1)NC(=S)N1CCc2ccccc21
  -2.5%, 12.1%, 0.2%, -1.2%, 0.0%, 0.0%, -1.2%
> CCOC(=O)C1CCN(c2cc(=O)n(Cc3ccc(F)cc3)c(=O)[nH]2)CC1
  4.6%, -5.7%[46.1 µM], -10.6%, 0.5%, 0.0%, -5.4%, 19.8%[38.3 µM]
> [O-][n+]1c2c(c3c4non(O)c4ccc31)CCCC2
  0.8%, -10.8%[46.1 µM], ?, -26.9%, 0.1%, ?, 30.2%[activator][38.3 µM]
> COC(=O)c1cccc(NC(=O)c2cccc(OC)c2)c1
  ?, -4.5%[46.1 µM], 0.8%, -2.9%, -1.1%, 13.8%, -5.2%[38.3 µM]
> CC(=O)C1=C(C)NC(=O)CC1c1ccc(Br)cc1 (configuration not stated)
  -0.9%, 7.6%, ?, 20.9%, 1.3%, 17.1%, -5.5%
> CC(=O)NC1=NN(C(C)=O)C(c2ccccc2)S1 (configuration not stated)
  0.9%, -22.4%, 15.4%[46 µM], 7.4%, -4.2%, -10.0%[9.22 µM], -3.6%
> O=C(Nc1ccc(-c2cn3ccccc3n2)cc1)c1ccc(Cl)cc1
  -1.6%, -4.6%[46.1 µM], 4.5%, -2.9%, 0.8%, 2.82µM*, -14.4%[38.3 µM]
> C(=N\N1CCN(C(c2ccccc2)c2ccccc2)CC1)/c1ccc2c(c1)OCO2
  5.0%, 7.2%, -11.1%[46 µM], -2.7%, -4.9%, -22.2%[9.22 µM], 15.3%
> Cc1[nH]c2ccccc2c1/C=C(\C#N)C(=O)NC(C)c1ccccc1 (configuration not stated)
  0.7%, -16.6%[46.1 µM], 4.2%, -1.2%, 1.2%, 2.7%, 4.8%[38.3 µM]
> CCCc1cc(-c2n[nH]c(=S)n2C(C)c2ccccc2)cs1 (configuration not stated)
  17.9%, -7.0%[46.1 µM], ?, -1.2%, 5.9%, ?, 28.7%[38.3 µM]

A section taken from the entries so far:
Each structure is followed by: KinaseGlo FLuc, NPSR antag, Lamin A splicing, CBFb-RUNX1 inh, Epigenetic reg, HttQ103 aggreg, IMPase Li cell
> Cc1[nH]c2ccccc2c1/C=C(\C#N)C(=O)NC(C)c1ccccc1 (configuration not stated)
  0.7%, -16.6%[46.1 µM], 4.2%, -1.2%, 1.2%, 2.7%, 4.8%[38.3 µM]
> CCCc1cc(-c2n[nH]c(=S)n2C(C)c2ccccc2)cs1 (configuration not stated)
  17.9%, -7.0%[46.1 µM], ?, -1.2%, 5.9%, ?, 28.7%[38.3 µM]

(continued)
Each structure is followed by: KinaseGlo FLuc, NPSR antag, Lamin A splicing, CBFb-RUNX1 inh, Epigenetic reg, HttQ103 aggreg, IMPase Li cell
> COc1ccc(-n2c(C)n[nH]c2=O)cc1
  1.8%, 3.5%[46.1 µM], -1.9%, -2.1%, 0.0%, 12.0%, -4.2%[38.3 µM]
> Cc1ccc(-n2c(SCC(=O)Nc3ccc4cn[nH]c4c3)nnc2-c2ccco2)cc1
  3.9%, ?, 0.9%, -1.1%, 0.3%, 20.3%, 29.1%[38.3 µM]
> O=C(Cc1ccccc1)Nc1cccc(N2CCCC2)c1
  5.3%, -16.6%[46.1 µM], -13.1%, ?, -6.3%, 16.0%, 59.2%[activator][38.3 µM]
> O=C(CN1CCCCCC1)Nc1ccc(Br)cc1Br
  1.5%, -14.0%[46.1 µM], 0.0%, 4.0%, -2.8%, -4.5%[9.22 µM], 3.7%[38.3 µM]
> COc1ccc2nc(NC(=O)CSc3nnc(N)s3)sc2c1
  -0.4%, 22.2%, -10.1%, -7.1%, -1.0%, -9.5%, -3.4%

4 structures from above, ordered by molecular weight, descending:
Each structure is followed by: KinaseGlo FLuc, NPSR antag, Lamin A splicing, CBFb-RUNX1 inh, Epigenetic reg, HttQ103 aggreg, IMPase Li cell
> O=C(CN1CCCCCC1)Nc1ccc(Br)cc1Br
  1.5%, -14.0%[46.1 µM], 0.0%, 4.0%, -2.8%, -4.5%[9.22 µM], 3.7%[38.3 µM]
> COc1ccc2nc(NC(=O)CSc3nnc(N)s3)sc2c1
  -0.4%, 22.2%, -10.1%, -7.1%, -1.0%, -9.5%, -3.4%
> Cc1[nH]c2ccccc2c1/C=C(\C#N)C(=O)NC(C)c1ccccc1 (configuration not stated)
  0.7%, -16.6%[46.1 µM], 4.2%, -1.2%, 1.2%, 2.7%, 4.8%[38.3 µM]
> COc1ccc(-n2c(C)n[nH]c2=O)cc1
  1.8%, 3.5%[46.1 µM], -1.9%, -2.1%, 0.0%, 12.0%, -4.2%[38.3 µM]

As entered above.
Reading of `Cc1ccc(CN2CCNC(=O)C2CC(=O)O)o1` (configuration not stated) in HttQ103 aggreg: -0.2%
Reading of `O=c1c2c(-c3ccco3)csc2nc(SCc2cn3cccnc3n2)n1-c1ccccc1` in IMPase Li cell: 7.7%[38.3 µM]
Reading of `Cn1c(-c2ccc3nc(N)sc3c2)nc2cc(N)ccc21` in NPSR antag: 4.3%[46.1 µM]

Not all compounds are listed; rates above refer to the full screens.
